Epigenetic mod – qHTS Assay for Epigenetic Modulators; mouse C127i GFP locus derepression, cytometry, 30 h; Potency, µM (top dose mostly 46.1 µM), inactives show top-dose GFP derepression (activation); hit rate 0.09% among 68,000; AID 597, 2007; also: % of control where 0% means no effect
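Read-out is the number of GFP-positive cells, scored as fluorescent objects 20 to 120 um wide, reflecting derepression of a silenced CMV-GFP reporter in murine C127i cells after 30 h compound exposure at 37 C.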
Ub-GFP proteasome – Ubiquitin-GFP Assay | 67,000 tested, under 10 active | AID 526, 2006 | Ubiquitin-GFP reporter cells, proteasome inhibition, GFP fluorescence; response scale: untreated = 0%, 10 µM MG-132 = 100% | Potency, µM (series often up to 45.9 µM), inactives show top-dose activation (GFP accumulation), most hits filed as activators; active = well fitted activation curve with a large enough effect, not every such curve was filed as active; inconclusive = small, poorly fitted or top-dose-only effect, or another doubt; inactive = no such curve, though single readings can be large or run the other way; also: potency is read from the fitted curve at half-maximal effect
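Proteasome blockade was scored as a rise in GFP-expressing U2OS cells carrying a ubiquitin(G76V)-GFP construct, imaged after 4 hr compound treatment at 37 °C across a 46 uM–2.9 nM series.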
BRCT inh green – qHTS Assay for Inhibitors of BRCT-Phosphoprotein Interaction (Green Fluorophore); hit rate 0.05% among 75,000; Breast cancer type 1 susceptibility protein (Homo sapiens), P38398; BRCA1 BRCT-phosphopeptide binding, green fluorescence polarization; Potency, µM (titrated, usually from 76.9 µM), for inactives: at the top dose activity change, negative = inhibition, usual class: inhibitors; AID 875, 2007;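 also: potency is read from the fitted curve at half-maximal effect; plate controls were peptide without protein for full effect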
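Compounds were incubated for 12 min at room temperature with a complex of 100 nM fluorescein-tagged pBACH1 decapeptide and 250 nM His-tagged BRCT protein. Buffer was phosphate pH 7.3 with EDTA, DTT and Tween 20. Disruption of binding lowers the polarization signal.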
USP2a inhib – qHTS Assay for Inhibitors of Ubiquitin-specific Protease USP2a | Potency, µM (titrated, usually from 38.3 µM), for inactives: at the highest dose activity change, negative = inhibition, actives largely listed as inhibitors | Ubiquitin carboxyl-terminal hydrolase 2 (Homo sapiens), O75604 | USP2a enzymatic assay, qHTS inhibition | AID 927, 2007 | hit rate 0.1% among 60,000;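 also: potency is read from the fitted curve at half-maximal effect; nearly all actives have a fitted effect of over 60% in size; plate controls were DMSO for no effect and NEM full inhibition control for full effect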
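USP2 core (20nM final) preincubated 30 min RT with compound, then Ub-PLA2 20nM and NBD C6-HPC 20uM final added; buffer 20mM Tris-HCl pH 8.0, 2mM CaCl2. Fluorescence Ex 460/Em 535 read at 0 and 2.5 h; normalized to NEM.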
BRCT PPI red – qHTS Assay for Inhibitors of BRCT-Phosphoprotein Interaction (Red Fluorophore); Potency, µM (top dose mostly 76.9 µM), for inactives: at the top dose activity change, negative = inhibition, usual class: inhibitors; BRCT-phosphopeptide binding, red fluorescence polarization; Breast cancer type 1 susceptibility protein (Homo sapiens), P38398; hit rate 0.03% among 75,000; also: % is scaled to controls: 0 for no effect and ±100 for the full control effect
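Fluorescence polarization: 100 nM His-tagged BRCA1 BRCT with 100 nM TAMRA-labelled phospho-BACH1 decapeptide, phosphate buffer pH 7.3 with 150 mM NaCl, DTT, 0.01% Tween 20; 12 min RT. Binding inhibition seen as FP decrease.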
Pol III holo inh – qHTS Assay for Inhibitors of DNA Polymerase III Holoenzyme System; reconstituted DNA polymerase III holoenzyme replication, biochemical; Potency, µM (series often up to 57.1 µM), for inactives: top-dose activity change, negative = inhibition; hit rate 0.25% among 71,000; also: potency is read from the fitted curve at half-maximal effect; % is scaled to controls: 0 for no effect and ±100 for the full control effect
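Reconstituted *E. coli* holoenzyme (0.35 nM Pol III, 1 nM beta, 154 nM SSB, 2 nM primase) was preincubated with compound for 15 min at RT. Synthesis on 1.4 nM ssM13Gori ran 35 min, then was stopped with PicoGreen/EDTA and read as dsDNA fluorescence.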
HBB splice mod – qHTS Assay for Modulators of Hemoglobin Beta Chain Splicing; HBB splicing reporter cell assay, activation; EGFP reporter with mutant IVS2-654 intron; response scale: normalised to 500 nM splice-correcting PNA; Potency, µM (series often up to 46.1 µM), inactives show top-dose activation, actives largely listed as activators; hit rate 0.06% among 65,000; also: potency is read from the fitted curve at half-maximal effect; 0% is about no effect
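HeLa cells stably expressing EGFP interrupted by mutant beta-globin intron 2 (IVS2-654), 500/well in 2% FCS. Treated with compound for 2 days at 37C. Splicing correction scored as total well GFP intensity (488 nm excitation, 500-520 nm emission); 500 nM antisense PNA served as control.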
HADH2 inh – qHTS Assay for Inhibitors of HADH2 (Hydroxyacyl-Coenzyme A Dehydrogenase, Type II) | recombinant HADH2, NADH fluorescence, beta-hydroxybutyryl-CoA | Potency, µM (series often up to 57.1 µM), inactives show top-dose activity change, negative = inhibition, usual class: inhibitors | hit rate 3.4% among 73,000 | AID 886, 2007; also: potency is read from the fitted curve at half-maximal effect; % is scaled to controls: 0 for no effect and ±100 for the full control effect; nearly all actives have a fitted effect of over 60% in size; many of its hits are not listed in these tables
Target sequence (Q99714 whole entry, looked up, one chain of several): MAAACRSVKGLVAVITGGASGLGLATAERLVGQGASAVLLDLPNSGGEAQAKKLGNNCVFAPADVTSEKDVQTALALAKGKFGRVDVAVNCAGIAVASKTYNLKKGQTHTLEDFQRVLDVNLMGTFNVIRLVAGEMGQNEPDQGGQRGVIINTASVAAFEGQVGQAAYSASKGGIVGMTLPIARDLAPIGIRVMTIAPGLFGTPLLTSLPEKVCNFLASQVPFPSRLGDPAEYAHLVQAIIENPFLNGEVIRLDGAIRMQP
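NADH fluorescence (ex 360/em 450 nm) read every 30 s for 4 min; activity taken as last-minus-first time point difference. Enzyme 20 nM, NAD+ 1 mM, beta-hydroxybutyryl-CoA 90 uM, pH 9.0 Tris buffer.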
Hsp90 Hop PPI – qHTS Assay for Disrupters of an Hsp90 Co-Chaperone Interaction; Hsp90 C-terminal peptide / TPR2A (Hop) interaction, human; AlphaScreen TPR2A-His6 binding biotin-Hsp90 C-terminal peptide; Potency, µM (doses to about 57 µM), for inactives: at the highest dose activity change, negative = inhibition; hit rate 0.44% among 71,000; active = well fitted curve in either direction with a large enough effect; inconclusive = small, poorly fitted or top-dose-only effect, or another doubt; also: potency is read from the fitted curve at half-maximal effect; % is scaled to controls: 0 for no effect and ±100 for the full control effect; many of its hits are not listed in these tables
15-hLO inh – qHTS Assay for Inhibitors of 15-hLO (15-human lipoxygenase) | Potency, µM (top dose mostly 57.1 µM), without a hit: at the top dose activity change, negative = inhibition, usual class: inhibitors | hit rate 1.4% among 74,000 | AID 887, 2007 | purified 15hLO-1, xylenol orange hydroperoxide absorbance | Polyunsaturated fatty acid lipoxygenase ALOX15 (Homo sapiens), P16050; also: potency is read from the fitted curve at half-maximal effect; % is scaled to controls: 0 for no effect and ±100 for the full control effect; nearly all actives have a fitted effect of over 55% in size
Target sequence (P16050 whole entry, looked up): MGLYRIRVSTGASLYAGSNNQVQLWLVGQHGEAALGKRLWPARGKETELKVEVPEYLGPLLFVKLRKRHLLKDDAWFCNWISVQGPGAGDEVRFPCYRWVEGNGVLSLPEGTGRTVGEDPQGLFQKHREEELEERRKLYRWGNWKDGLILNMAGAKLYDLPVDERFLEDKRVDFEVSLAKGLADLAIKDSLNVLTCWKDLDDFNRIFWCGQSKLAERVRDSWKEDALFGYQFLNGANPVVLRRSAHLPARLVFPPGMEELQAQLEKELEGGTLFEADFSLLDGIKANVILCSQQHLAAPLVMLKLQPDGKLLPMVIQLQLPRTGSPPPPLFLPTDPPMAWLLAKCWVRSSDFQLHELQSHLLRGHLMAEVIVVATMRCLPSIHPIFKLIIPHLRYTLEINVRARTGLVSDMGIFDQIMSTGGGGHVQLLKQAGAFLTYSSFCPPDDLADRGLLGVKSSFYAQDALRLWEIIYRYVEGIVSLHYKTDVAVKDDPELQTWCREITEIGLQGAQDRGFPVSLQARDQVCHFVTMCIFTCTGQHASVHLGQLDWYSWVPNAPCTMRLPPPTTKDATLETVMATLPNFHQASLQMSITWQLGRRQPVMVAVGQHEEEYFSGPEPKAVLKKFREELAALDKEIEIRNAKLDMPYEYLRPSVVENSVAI
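40 nM 15hLO-1 + cpd, 15 min RT; start w/ 50 uM AA (final), 6 min RT; stop/detect w/ 200 uM XO + 300 uM Fe(II) in 50 mM H2SO4, 30 min; A573/A405. Buffer 25 mM Hepes pH 7.5, 0.01% Triton X-100. No-enzyme wells as negative control.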
CRE Fsk mod – Cell signaling CRE-BLA (Fsk stim); CHO CRE-bla reporter (cAMP response element driving beta-lactamase), forskolin EC10, beta-lactamase ratio; Potency, µM (series often up to 38.2 µM), without a hit: at the top dose activity change, negative = inhibition, most hits filed as activators; hit rate 2.5% among 71,000; active = well fitted activation curve with a large enough effect in the signal ratio, with a control signal flat, not every such curve was filed as active; inconclusive = small, poorly fitted or top-dose-only effect, or effect the other way, or a change in a side signal; the % refers to the signal ratio; also: potency is read from the fitted curve at half-maximal effect; % of control where 0% means no effect
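CHO CRE-bla cells, overnight plating in Opti-MEM with 0.5% dialyzed FBS; cpd titration + EC10 NKH 477, 3 h 37 °C; CCF4 2 h RT; ex 405/em 460 vs 530 ratio → %Activity, AC50.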
The depositor's hits bear a star; ? = inconclusive; . = no result given; [ ] = another dose, or the depositor's remark. Unless noted, calls follow the shape of the dose curve; as a rule, active = well fitted curve in the direction sought with a large enough effect; inconclusive = small, poorly fitted or top-dose-only effect, or another doubt; inactive = no such curve, though single readings can be large; an effect the other way counts as inactive or inconclusive. The list is partial, so the mix of outcomes need not match the whole.

Compound	Epigenetic mod	Ub-GFP proteasome	BRCT inh green	USP2a inhib	BRCT PPI red	Pol III holo inh	HBB splice mod	HADH2 inh	Hsp90 Hop PPI	15-hLO inh	CRE Fsk mod
CCCN1C(=O)c2cc(C(=O)NCc3cccs3)ccc2C1O (configuration not stated)	.	-13%	-1.4%	.	0.3%	-1%	-1.4%	-17%	-2%[2.3 µM]	-9%	-2%
O=C(c1ncc[nH]1)c1ccco1	3%	-1%	-7.2%	-9%	0.4%	0%	5.4%[57.5 µM]	-5%	-4%	15%	?
COc1ccc(-n2c(=O)c(-c3cc(F)cc(F)c3)nc3cnc(N4CCNCC4)nc32)cc1	0%[9.22 µM]	0%	-1.3%	69%[activator]	-0.6%	3%	-0.8%	13%	2%	3%	?
CCN1C(C)=C(C(=O)OC)C(c2ccccc2)N2C(=O)[C@](O)(C(=O)OC)C(c3ccccc3)C(C(C)=O)=C12 (some centres not stated)	.	.	-0.1%[15.4 µM]	.	-0.4%[15.4 µM]	.	1.2%[9.22 µM]	11%[11.4 µM]	.	1%[11.4 µM]	.
Cn1c2ccccc2c2nnc(SCN3C(=O)c4ccccc4C3=O)nc21	1%	-6%	-3.6%	9%	0.7%	-1%	.	7%	-4%	-19%	?
COC(=O)C1=C(C)N(C)C(=O)NC1c1cc(Cl)cc(Cl)c1OC (configuration not stated)	2%	1%	-4.0%	-8%	1.8%	-6%	-0.2%	11%	-2%	-2%	8%
O=C1CC(c2ccncc2)c2cc3c(cc2N1)OCCO3 (configuration not stated)	2%	-6%	-0.9%	-4%	0.8%	-3%	-0.8%	4%	-4%	10%	5%
O=C(Cn1ncc2c(=O)oc3ccccc3c21)N1CCN(c2ccccn2)CC1	2%	-2%	1.1%	12%	-0.1%	0%	-0.8%	-18%	-5%	19%	6%

Remaining list, next part
Compound	Epigenetic mod	Ub-GFP proteasome	BRCT inh green	USP2a inhib	BRCT PPI red	Pol III holo inh	HBB splice mod	HADH2 inh	Hsp90 Hop PPI	15-hLO inh	CRE Fsk mod
CCCc1cc(=O)[nH]c(SCC(=O)NC2CCCCC2)n1	-3%	-14%	-4.1%	-5%	-1.2%	1%	0.9%	5%	?	8%	3%
Cc1ccc(CNC(=O)CN(C)S(=O)(=O)c2cccc3nsnc23)cc1	-2%	-5%	-0.6%	4%	0.4%	0%	-1.1%	-3%	-1%	4%	?
CCCNC(=O)Nc1cc(C)on1	1%	1%	2.3%	0%	-0.9%	1%	0.5%	-8%	2%	11%	-8%
CC(=O)CC(=O)[C@@]1(O)CC[C@@H]2[C@@H]3C=C(C)C4=CC(=O)CC[C@@H]4[C@H]3CC[C@]21C	2%[20.6 µM]	-6%[20.5 µM]	0.5%[34.4 µM]	11%[17.1 µM]	-1.7%[34.4 µM]	-7%[25.6 µM]	0.4%[20.6 µM]	2%[25.6 µM]	-2%[26 µM]	-3%[25.6 µM]	13%[17.1 µM]
COC(=O)C1=C(N)Oc2cc(C)n(CCCn3ccnc3)c(=O)c2C1c1cccc(Cl)c1 (configuration not stated)	-3%	-7%	1.2%	15%	-0.1%	0%	-0.6%	20%	-3%	14%	24%
CC(C)(C)NS(=O)(=O)c1ccc(NS(=O)(=O)c2ccc(F)cc2)cc1	-2%	0%[9.17 µM]	-0.5%	8%[7.66 µM]	-0.4%	1%[11.4 µM]	-0.3%[0.0738 µM]	-2%[11.4 µM]	-4%[11 µM]	2%[11.4 µM]	18%[7.6 µM]
CC(C)C(NC(=O)c1ccccc1)C(=O)NC1=NCCS1 (configuration not stated)	3%	1%	-0.4%	2%	-0.7%	-9%	0.1%	2%	-2%	7%	0%
Cc1cccc(OCC(=O)Nc2ccc(N3CCN(S(C)(=O)=O)CC3)cc2)c1	2%	-2%	-1.3%	2%	0.0%	-15%	-3.9%	10%	-3%	-12%	10%

Next compounds.
Compound	Epigenetic mod	Ub-GFP proteasome	BRCT inh green	USP2a inhib	BRCT PPI red	Pol III holo inh	HBB splice mod	HADH2 inh	Hsp90 Hop PPI	15-hLO inh	CRE Fsk mod
COc1ccc(N(C)C(=O)CC2(CC(=O)O)CCCCC2)cc1	6%	-7%	-1.8%	5%	-0.5%	-4%	0.0%	2%	1%	12%	-5%
CCOc1ccc(-n2c(SCC(=O)Nc3nccs3)nc3c(c2=O)SCC3)cc1	.	0%	-0.7%	.	1.1%	-8%	-0.5%	13%	-1%	2%	-5%
CCC(=O)NC(C)C(c1cccs1)N1CCOCC1 (configuration not stated)	6%	.	0.9%	-1%	-0.2%	-11%	-0.6%[0.369 µM]	10%	-1%	9%	-17%
CN1CCN(S(=O)(=O)c2ccc(NC(=O)c3cccc(S(=O)(=O)N4CCCC4)c3)cc2)CC1	-2%	?	-1.3%	29%[7.66 µM]	-0.6%	-5%[11.4 µM]	0.3%[0.0738 µM]	-7%[11.4 µM]	-6%[11 µM]	-11%[11.4 µM]	-13%[7.6 µM]
O=C(Cc1c(C(=O)O)[nH]c2ccccc12)Nc1ccc2c(c1)OCO2	3%	0%	0.8%	-1%	-0.5%	-1%	3.8%	-2%	-4%	-3%	10%
O=C(Cn1nnc(-c2ccc(Cl)cc2)n1)NC1CCN(Cc2ccccc2)CC1	0%	-2%	-3.8%	.	1.0%	-1%	-0.4%[57.5 µM]	-4%	-1%	7%	-5%
CC=C(Cl)Cl	.	.	0.3%	.	0.3%	-7%	0.1%	-1%	-1%	-2%	-9%
CCOc1ccc2nc(SCC(=O)NCc3ccco3)sc2c1	2%	4%	0.6%	1%	-0.4%	0%	-0.1%[57.5 µM]	?	-4%	-1%	?

Later entries.
Compound	Epigenetic mod	Ub-GFP proteasome	BRCT inh green	USP2a inhib	BRCT PPI red	Pol III holo inh	HBB splice mod	HADH2 inh	Hsp90 Hop PPI	15-hLO inh	CRE Fsk mod
O=c1cnc2cnc(Oc3ccccc3)nc2n1C[C@H]1CCCO1	14%[9.22 µM]	13%	3.1%	19%	-0.6%	-7%	0.1%	-6%	-3%	0%	6%
CCOC(=O)C1CCN(C(=O)Cn2cc3c(n2)CCC(C)C3)CC1 (configuration not stated)	-7%	-5%	-0.4%	.	-1.0%	-2%	-0.4%	5%	0%	-4%	2%
O=C(c1c(F)cccc1F)N(Cc1ccccn1)C1CCCC1	3%	10%	-1.2%	12%	-3.6%	-6%	.	-4%	-2%	-1%	-1%
O=C(Cn1cnc2c(nnn2-c2ccccc2)c1=O)NCCc1ccccc1	.	-2%	-2.9%	.	0.8%	2%	-0.4%	12%	6%	-5%	13µM*
CC1CCN(CCCNC(=O)CN2CCN(Cc3ccc(Cl)cc3)C2=O)CC1	-2%	12%	-1.4%	.	-0.4%	-1%	1.1%	8%	-3%	3%	0%
COc1ccc(CCNC(=O)c2cc(-c3ccccc3O)n[nH]2)cc1OC	2%	2%	-1.6%	8%	-2.5%	-5%	3.5%	-2%	-1%	1%	?
Cc1cc(=O)n2[nH]c(C)c(-c3ccccc3)c2n1	0%	-7%	-1.2%	-8%	-0.2%	0%	-0.7%[9.22 µM]	-26%	1%	11%	-8%
Cc1ccc(NC(=O)c2cc(-c3ccc(C)o3)nc3ccccc23)nc1	-4%	3%	1.7%	.	-0.7%	-12%	0.1%	3%	0%	?	?
COc1cc(Cn2c(C(=O)O)cc3sccc32)cc(OC)c1OC	2%	2%	-0.8%	6%	-1.5%	-3%	.	-12%	-5%	0%	6%
